# Source: PubChem (National Center for Advancing Translational Sciences (NCATS))
# Pf growth 48h: Primary qHTS for delayed death inhibitors of the malarial parasite plastid, 48 hour incubation; P. falciparum luciferase growth in erythrocytes, 48 h; Potency, µM (top dose mostly 28.7 µM), without a hit: at the top dose activity change, negative = inhibition, most hits filed as inhibitors; hit rate 5.9% among 310,000; AID 504832, 2011
#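 Cell-based growth assay: transgenic P. falciparum expressing firefly luciferase, cultured in red cells within RPMI 1640 containing 0.5% w/v Albumax, 24 mM bicarbonate and gentamycin. A drop in luciferase activity indicates inhibition.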
# Sm TGR inh: qHTS Assay for the Inhibitors of Schistosoma Mansoni Peroxiredoxins | Potency, µM (titrated, usually from 114 µM), for the others: at the top dose activity change, negative = inhibition, hits mostly inhibitors | hit rate 3% among 360,000 | AID 485364, 2010 | Schistosoma mansoni thioredoxin glutathione reductase (TGR), Q962Y6 | purified TGR, DTNB reduction, TNB absorbance 405 nm; also: nearly all actives have a fitted effect of over 60% in size
#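 Kinetic colorimetric format: TGR-catalysed, NADPH-driven DTNB reduction monitored via TNB absorbance. Enzyme dispensed at 20 nM; compound exposure 15 min at room temperature before reaction start.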
# LmPK inhibitor: qHTS Assay for Inhibitors of Leishmania Mexicana Pyruvate Kinase (LmPK). Q27686. purified LmPK, Kinase-Glo ATP luminescence, 1 h. Potency, µM (highest dose often 57.5 µM), for inactives: at the top dose activity change, negative = inhibition, hits mostly inhibitors. hit rate 0.37% among 290,000. AID 1721, 2009
# Target sequence (Q27686 whole entry, looked up): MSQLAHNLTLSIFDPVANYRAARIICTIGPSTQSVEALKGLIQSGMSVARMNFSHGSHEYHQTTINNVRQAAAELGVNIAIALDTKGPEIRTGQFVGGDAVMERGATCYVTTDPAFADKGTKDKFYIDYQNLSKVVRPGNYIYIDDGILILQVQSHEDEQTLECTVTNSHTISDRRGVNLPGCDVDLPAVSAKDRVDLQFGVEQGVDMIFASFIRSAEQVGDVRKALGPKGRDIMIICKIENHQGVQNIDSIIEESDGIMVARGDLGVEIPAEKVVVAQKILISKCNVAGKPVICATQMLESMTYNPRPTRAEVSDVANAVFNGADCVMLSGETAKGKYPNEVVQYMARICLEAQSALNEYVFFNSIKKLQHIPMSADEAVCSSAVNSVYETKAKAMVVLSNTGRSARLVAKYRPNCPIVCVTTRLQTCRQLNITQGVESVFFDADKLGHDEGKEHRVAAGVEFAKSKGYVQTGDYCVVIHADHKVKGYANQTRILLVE
#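 ATP generated from ADP (0.1 mM) and PEP (0.5 mM) by 0.1 nM LmPK over 1 h at room temperature (pH 7.2 imidazole buffer) was detected by coupled luciferase luminescence. Values were normalized to uninhibited and no-enzyme wells.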
# Tb PYK inh: qHTS of Trypanosoma Brucei Inhibitors; Potency, µM (top dose mostly 76.8 µM), without a hit: at the highest dose activity, negative = inhibition, actives largely listed as inhibitors; AID 624173, 2012; TbPYK enzyme, Kinase-Glo Plus ATP luminescence, 45 min; hit rate 0.12% among 410,000; pyruvate kinase (Trypanosoma brucei), Q57TT1; also: nearly all actives have a fitted effect of over 50% in size
#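 Luminescence from Kinase-Glo Plus, added after a 45-minute room-temperature reaction, served as the end-point read-out. The enzyme and substrate were preincubated with compound before ADP (130 uM final) initiated turnover. Concentration-effect curves came from normalized qHTS data.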
# HCV inh: qHTS Assay for Inhibitors of Hepatitis C Virus (HCV); hit rate 3.4% among 340,000; Potency, µM (titrated, usually from 41.8 µM), inactives show at the highest dose activity change, negative = inhibition, actives largely listed as inhibitors; AID 651820, 2012; Huh7.5.1 HCVcc-Cre infection, luciferase reporter, 44 h
#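 Whole-lifecycle infectious HCVcc-Cre system; cells 1,000/well, compound then virus (~0.5 moi) added 4 h after plating, 44 h culture. Luciferase read 15 sec following 15 min substrate incubation, room temp.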
# Pf growth 96h: Primary qHTS for delayed death inhibitors of the malarial parasite plastid, 96 hour incubation. P. falciparum luciferase reporter growth, 96 h. Potency, µM (series often up to 28.7 µM), inactives show at the top dose activity change, negative = inhibition, most hits filed as inhibitors. hit rate 6.9% among 320,000
#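 Compounds incubated with erythrocytes infected by luciferase-expressing P. falciparum (2% hematocrit, 0.05% parasitemia final) for 96 hours, 37 C in 5% CO2. Growth inhibition scored as decreased luciferase luminescence.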
# * hit, by the source's call; ? = inconclusive; . = not tested or not shown; & = joins results of further samples; [ ] = dose if it differs, or a comment. Calls follow the shape of the dose curve; as a rule, active = well fitted curve in the direction sought with a large enough effect; inconclusive = small, poorly fitted or top-dose-only effect, or another doubt; inactive = no such curve, though single readings can be large; an effect the other way counts as inactive or inconclusive. % is scaled to controls: 0 for no effect and ±100 for the full control effect; potency is read from the fitted curve at half-maximal effect.
SMILES,Pf growth 48h,Sm TGR inh,LmPK inhibitor,Tb PYK inh,HCV inh,Pf growth 96h
O=C(OCC(=O)N1CCc2ccccc2C1)c1cc(=O)[nH]c2ccccc12,8%,-3%,3%,2%,7%,10%
COc1ccc(C(=O)NC2=C(C#N)CCC2)cc1OC,19%,1%,1%,4%,0%,.
CC(C)(C)c1cc(N)on1,-14%,2%,0%,-10%,23%,6%
CN(C)c1ccc(C(=O)N/N=C/C23CC[C@@H](O)CC2(O)CC[C@@H]2[C@@H]3CCC3(C)C(C4=CC(=O)OC4)CCC23O)cc1 (some centres not stated),?,?,3%,4%,-30%,?
COCCOC(=O)c1c(C)oc2ccc(NS(=O)(=O)c3ccc(C)cc3)cc12,?,9%,-3%,0%,?,-20%
Cc1c(C(=O)N2CCN(S(C)(=O)=O)CC2)oc2ccccc12,13%,6%,3%,-2%,2%,?
COC(=O)C1=C(C)N(C)C(C)=C(C(=O)OC)C1c1ccc(Cl)cc1,?,-8%,1%,-2%,-5%,10µM*
Cc1cc(NC(=O)CSc2n[nH]c(CC(C)C)n2)no1,22%,-5%,-1%,4%,11%,.
O=C(CCCOc1ccc(Cl)cc1Cl)N1CCc2ccccc2C1,-6%,-7%,3%,3%,-3%,?
CCOc1ccc(NC(=O)C(=O)NCCN2CCN(C(=O)c3ccc(C)cc3)CC2)cc1,-4%,-6%,1%,-2%,?,?

# Brought forward from above: 3 entries, then new ones.
SMILES,Pf growth 48h,Sm TGR inh,LmPK inhibitor,Tb PYK inh,HCV inh,Pf growth 96h
Cc1cc(NC(=O)CSc2n[nH]c(CC(C)C)n2)no1,22%,-5%,-1%,4%,11%,.
O=C(CCCOc1ccc(Cl)cc1Cl)N1CCc2ccccc2C1,-6%,-7%,3%,3%,-3%,?
CCOc1ccc(NC(=O)C(=O)NCCN2CCN(C(=O)c3ccc(C)cc3)CC2)cc1,-4%,-6%,1%,-2%,?,?
Cc1csc(=O)n1CCC(=O)OCC(=O)NNC(=O)c1ccc(Cl)cc1,7%,35µM*,.,-13%,1%,2%
CCc1nnc(N/N=C/c2cc(Br)c(O)cc2O)n1N,?,35µM*,-4%,3%,-9%,-3%
O=C(N/N=C/c1ccc(N2CCOCC2)s1)c1ccc(NS(=O)(=O)c2cccs2)cc1,?,?,1%,-7%,-2%,-16%
Cc1n[nH]c(C)c1CS(=O)(=O)c1ccccc1,7%,-25%,3%,0%,17%,-17%
O=C1CCCN1CCC(=O)N1CCCC(CO)(Cc2ccccc2)C1 (configuration not stated),24%,0%,0%,3%,26%,?
O=C(NCc1cccs1)C1CCCN1C(=O)Nc1ccccc1[N+](=O)[O-] (configuration not stated),23%,-11%,-1%,-3%,2%,?
CCOc1ncccc1C(=O)Nc1nnc(C2CC2)s1,?,0%,-3%,-18%,?,-3%
Cc1cc(/C=N/NC(=O)c2nn(C)cc2Cl)c(C)n1-c1cccc(Br)c1,?,-1%,-1%,-1%,-10%,?
CC(=O)Nc1ccc(S(=O)(=O)N(C)CC(=O)OCCOc2cccc(C)c2)cc1,10%,0%,-6%,0%,12%,31%[activator]
CC(C)(C)C(=O)NNc1nc(-c2ccccc2)c2cc(Br)ccc2n1,21%,5%,4%,-1%,?,-2%

# Some entries already given with just Pf growth 48h and Pf growth 96h:
smiles,Pf growth 48h,Pf growth 96h
COc1ccc(C(=O)NC2=C(C#N)CCC2)cc1OC,19%,.
O=C(CCCOc1ccc(Cl)cc1Cl)N1CCc2ccccc2C1,-6%,?

# Further structures follow:
SMILES,Pf growth 48h,Sm TGR inh,LmPK inhibitor,Tb PYK inh,HCV inh,Pf growth 96h
CCOCc1nc(N)[nH]c(=O)c1Cc1ccc(OC(C)C)cc1,8%,-4%,-2%,-13%,5%,?
COC(=O)Nc1ccc(S(=O)(=O)Nc2ccc(C(=O)O)cc2)cc1,-4%,.,3%,3%,18%,-38%[1.15 µM]
Oc1cc(-c2cccnc2)cc2cccnc12,7.4µM*,-9%&-6%,.,2%,.,4.1µM*
COCC(=O)N1CCC(Oc2ccc(C(=O)N3CCN(C)C[C@@H]3C(C)C)cc2)CC1,4%,-21%,-9%,1%,16%,-2%
Cc1ccc(C(=O)CSC2=C(C#N)C(c3ccco3)CC(=O)N2)c(C)c1 (configuration not stated),-20%,?,12%,-12%,?,-9%
Cc1ccccc1CCNC(=O)Cn1nc(C)c2c(C)n(-c3ccccc3)nc2c1=O,-37%,-22%,1%,0%,?,-4%
O=C(C1CCCC1)N1CCCC(Nc2ccc(F)cc2)C1 (configuration not stated),-8%,-3%,1%,6%,-6%,0%
CC1(C#N)c2ccccc2C(Br)=CN1C(=O)c1ccccc1 (configuration not stated),10µM*,-36%,.,3%,6%,?
Cn1ncc(Cl)c1C(=O)Nc1ccc2c(c1)OCO2,31%[activator],1%,-5%,-8%,2%,-2%
O=C(COc1ccccc1[N+](=O)[O-])N1CCN(C(=O)c2ccco2)CC1,-14%,2%,2%,-4%,23%,?

# Three entries from above, reformatted:
# Value order – Pf growth 48h, Sm TGR inh, LmPK inhibitor, Tb PYK inh, HCV inh, Pf growth 96h
- COC(=O)Nc1ccc(S(=O)(=O)Nc2ccc(C(=O)O)cc2)cc1
    -4%, ., 3%, 3%, 18%, -38%[1.15 µM]
- Cn1ncc(Cl)c1C(=O)Nc1ccc2c(c1)OCO2
    31%[activator], 1%, -5%, -8%, 2%, -2%
- COCC(=O)N1CCC(Oc2ccc(C(=O)N3CCN(C)C[C@@H]3C(C)C)cc2)CC1
    4%, -21%, -9%, 1%, 16%, -2%

# Later entries
SMILES,Pf growth 48h,Sm TGR inh,LmPK inhibitor,Tb PYK inh,HCV inh,Pf growth 96h
CN(CC(=O)Nc1ccc(Cl)cc1)C(=O)Cn1[nH]c(=O)c2ccccc2c1=O,?,-6%,.,0%,?,-22%
CCOc1ccc(C(c2c(C)[nH][nH]c2=O)c2c(C)[nH][nH]c2=O)cc1OC,?,?,-1%,-7%,-3%,?
Cn1c(SCc2cc(=O)[nH]c3ccccc23)nnc1-c1ccc(Br)cc1,?,-6%,2%,-10%,7%,.
Oc1cccc2c(NC(=S)Nc3ccc(OC(F)F)cc3)cccc12,2%,-11%,4%,-5%,-15%,?
C/C(=C\C(=O)c1ccc(Br)cc1)N1CCCCC1,7%,-29%,-3%,9%,?,-1%
CCn1cc([N+](=O)[O-])c(C(=O)N2N=C(c3ccc(Cl)c(Cl)c3)CC2c2ccccc2O)n1 (configuration not stated),3.7µM*,0%,2%,-7%,?,?
CCCCCCCC1(C)NC(=O)N(c2ccccc2)N1 (configuration not stated),40%,10%,4%,4%,0%,96%[activator]
COc1ccc(OC)c(-c2csc(N(C)C(=O)c3ccco3)n2)c1,17%,-4%,9%,-1%,-28%,?
N/C(=N\OC(=O)CCCOc1ccc(Cl)cc1Cl)c1ccccn1,14%,1%,-8%,-1%,6%,?
COCCN(C(=O)CSCc1ccccc1)c1c(N)n(Cc2ccccc2)c(=O)[nH]c1=O,7%,-10%,0%,-15%,6%,16%
COc1ccccc1C1=NOC(COC(=O)c2ccc(Br)cc2)C1 (configuration not stated),27%,-3%,0%,0%,12%,46%[activator]
CCOC(=O)c1ccc(NC(=O)CNS(=O)(=O)c2ccccc2)cc1,-25%,-2%,1%,-1%,-7%,?
CSC1=C(C#N)C(c2cccs2)CC(=O)N1C (configuration not stated),8%,-29%,13%,.,.,113%[activator]
Cc1cc([N+](=O)[O-])nn1CC(=O)N/N=C/c1ccccc1O,?,15%,-1%,-1%,13%,?
O=C(Cc1ccc(Br)cc1)N/N=C/c1ccc(-c2cccc(C(=O)O)c2)o1,34%[activator],?,9%,-1%,7%,54%[activator]
Cc1ccc(S(=O)(=O)Nc2ccc(S(=O)(=O)Nc3ncccn3)cc2)cc1,?,0%,0%,1%,2%,.
O=C(NCc1ccc(OC(F)(F)F)cc1)C1CC(c2cccc(F)c2)=NO1 (configuration not stated),-19%,8%,-1%,2%,10%,49%[activator]
COc1ccc(C(=O)COC(=O)CSCc2c(C)noc2C)cc1OC,-6%,?,1%,2%,19%,37%[activator]
Cc1nn(-c2ccccc2)c(C)c1CN,-11%,4%,5%,1%,32%[activator],?
Fc1ccc(CN2CCN(c3ncccn3)CC2)c(F)c1,30%,4%,-5%,17%,9%,?
CC(=O)Nc1ccc(S(=O)(=O)NC(C)c2nc(-c3ccccc3)no2)cc1 (configuration not stated),0%,2%,0%,0%,3%,-5%
CCOC(=O)/C=C/C(=O)Nc1cc(S(=O)(=O)Nc2ccc(OC)cc2)ccc1N1CCOCC1,?,32µM*,.,-13%,?,?
O=C(CCNS(=O)(=O)c1ccccc1F)N1CCN(C(c2ccccc2)c2ccccc2)CC1,13µM*,-31%,.,2%,?,?
Cc1ccc(OCc2nc(-c3ccccn3)no2)c(Br)c1,14%,4%,16µM*,-3%,-1%,2.3µM*
CCOC(=O)C(=NCCCN1CCOCC1)NNc1cccc(C(F)(F)F)c1,2%,8%,5%,3%,18%,0%
c1ccc(-c2cc(N3CCOCC3)nc3ccccc23)cc1,3%,3%,-2%,36%[activator],?,-9%
c1csc(CN2CCN(Cc3cccs3)C2c2cccs2)c1,14%,-2%,-1%,-5%,8%,0%
CCN(CC)S(=O)(=O)c1ccc(N2Cc3ccccc3C2=N)cc1,19%,8%,2%,4%,6%,15%

# Single records (already shown):
# Cc1ccc(C(=O)CSC2=C(C#N)C(c3ccco3)CC(=O)N2)c(C)c1 (configuration not stated) as listed: Pf growth 48h = -20%; Sm TGR inh = ?; LmPK inhibitor = 12%; Tb PYK inh = -12%; HCV inh = ?; Pf growth 96h = -9%
# COCCN(C(=O)CSCc1ccccc1)c1c(N)n(Cc2ccccc2)c(=O)[nH]c1=O as listed: Pf growth 48h = 7%; Sm TGR inh = -10%; LmPK inhibitor = 0%; Tb PYK inh = -15%; HCV inh = 6%; Pf growth 96h = 16%
